Growth percent in the NCI-60 one-dose screen (48 h, 10 µM unless noted): 100 = growth as untreated, 0 = no growth, -100 = all killed.
RPMI-8226 – RPMI-8226 leukemia cells; AID 1794781; 77,000 tested, 7.5% active
MCF7 – MCF7 breast cancer. 82,000 tested, 6.3% active
SR – SR leukemia cells | 73,000 tested, 8.7% active | AID 1794780
CCRF-CEM – CCRF-CEM leukemia; 77,000 tested, 7% active
MDA-MB-468 – MDA-MB-468 breast cancer; 78,000 tested, 8.5% active; AID 2202374
MDA-MB-231 – MDA-MB-231 breast cancer | 81,000 tested, 5% active | AID 1794789
K-562 – K-562 leukemia | 78,000 tested, 7.4% active | AID 1794777
MOLT-4 – MOLT-4 leukemia cells; 80,000 tested, 6.9% active; AID 1794779
Active calls of the source: *. Rule for the calls: active = growth percent below 10; inactive = the rest.

What do the screens show for `Cc1c(Cl)c(C)c(Cc2c(C)c(Cl)c(C)c(Cl)c2O)c(O)c1Cl`?
RPMI-8226: 10; MCF7: 1.6*; SR: 23; CCRF-CEM: 27; MDA-MB-468: -8.3*; MDA-MB-231: 2.4*; K-562: 20; MOLT-4: 16

What do the screens show for `CCCCCCCCCCCCCCSSCCCCCCCCCCCCCC`?
RPMI-8226: 99; MCF7: 90; SR: 95; CCRF-CEM: 102; MDA-MB-468: 105; K-562: 113; MOLT-4: 103

How did COc1cc2c(c(OC)c1OC)C(=O)CC(c1cccc(NC(=O)c3cccc([N+](=O)[O-])c3)c1)O2 (configuration not stated) do in these assays?
RPMI-8226: 8.3*; MCF7: 12; CCRF-CEM: 11; MDA-MB-468: 8.6*; MDA-MB-231: 24; K-562: 26; MOLT-4: 14

What do the screens show for `Fc1ccc(C2=NN[C@H](c3cn(-c4ccccc4)nc3-c3ccccc3)C2)cc1`?
RPMI-8226: 110; MCF7: 88; SR: 100; CCRF-CEM: 92; MDA-MB-468: 84; MDA-MB-231: 77; K-562: 104; MOLT-4: 98

Results for COc1ccc(Cn2c(C(N)=O)cc3c2-c2nc(N)ncc2CCC3)cc1 ?
RPMI-8226: 85; MCF7: 93; SR: 108; CCRF-CEM: 96; MDA-MB-468: 82; MDA-MB-231: 89; K-562: 107; MOLT-4: 108

Results for CC(=O)OCc1nc(C#N)c(N(C)C)o1 ?
RPMI-8226: 100; MCF7: 93; SR: 92; CCRF-CEM: 88; MDA-MB-468: 94; MDA-MB-231: 95; K-562: 99; MOLT-4: 97

How did COc1cc(-c2nc3ccccc3s2)cc(CN2CCN(c3ccccc3)CC2)c1O do in these assays?
RPMI-8226: 76; MCF7: 57; SR: 42; MDA-MB-468: 75; MDA-MB-231: 62; K-562: 54; MOLT-4: 49

How did CC(=O)NCc1c(I)c(NC(C)=O)c(I)c(C(=O)O)c1I do in these assays?
RPMI-8226: 100; MCF7: 98; SR: 103; CCRF-CEM: 104; MDA-MB-468: 104; MDA-MB-231: 115; K-562: 100; MOLT-4: 108

What do the screens show for `CCCCCCCCn1c(=N)c(S(=O)(=O)c2ccccc2)cc2c(=O)n3ccccc3nc21`?
RPMI-8226: 100; MCF7: 91; SR: 66; CCRF-CEM: 97; MDA-MB-468: 90; MDA-MB-231: 85; K-562: 86; MOLT-4: 95

Results for Cc1nc(-c2ccccc2)ccc1-c1nnc(SCC(=O)c2ccc(Cl)cc2)o1 ?
RPMI-8226: 96; MCF7: 87; SR: 87; CCRF-CEM: 110; MDA-MB-468: 99; MDA-MB-231: 104; K-562: 96; MOLT-4: 106

What do the screens show for `c1ccc(N=N/C(=N/Nc2ccccc2)c2ccccc2)cc1`?
RPMI-8226: 74; MCF7: 24; SR: 102; CCRF-CEM: 87; MDA-MB-468: 17; MDA-MB-231: 103; K-562: 114; MOLT-4: 105

What do the screens show for `O=c1oc2cc([N+](=O)[O-])ccc2n1SC(Cl)(Cl)Cl`?
RPMI-8226: 98; MCF7: 93; SR: 85; CCRF-CEM: 100; MDA-MB-468: 108; MDA-MB-231: 97; K-562: 82; MOLT-4: 87

How did CCc1ccc(C2=C/C(=C/c3ccc(F)cc3)C(=O)N2CCc2ccc(S(N)(=O)=O)cc2)cc1 do in these assays?
RPMI-8226: 89; MCF7: 86; SR: 67; MDA-MB-468: 100; MDA-MB-231: 74; K-562: 70; MOLT-4: 67

What do the screens show for `CC(=O)c1c[nH]c2ccccc12`?
RPMI-8226: 110; MCF7: 100; SR: 91; CCRF-CEM: 102; MDA-MB-468: 104; MDA-MB-231: 114; K-562: 103; MOLT-4: 104

How did COc1cc(-c2nn(-c3ccc(NC(=O)c4ccc(Cl)c(C(F)(F)F)c4)cc3)cc2-c2ccncc2)ccc1Cl do in these assays?
RPMI-8226: -23*; MCF7: 21; SR: 2.8*; CCRF-CEM: 6.5*; MDA-MB-468: 26; MDA-MB-231: 3.9*; K-562: 8.5*; MOLT-4: 3.9*

What do the screens show for `O=C(O)CCNC(=O)c1nc(-c2ccccc2)n(-c2ccc(Cl)cc2)n1`?
RPMI-8226: 106; MCF7: 100; SR: 107; MDA-MB-468: 124; MDA-MB-231: 98; K-562: 106; MOLT-4: 100

How did COc1ccc(Cc2nn(CC(=O)N/N=C/c3ccco3)c(=O)c3c(C)noc23)cc1 do in these assays?
RPMI-8226: 101; MCF7: 77; SR: 50; CCRF-CEM: 99; MDA-MB-468: 92; MDA-MB-231: 98; K-562: 94; MOLT-4: 93

How did Clc1nnc2ccc(Oc3ccccc3-c3ccccc3)nn12 do in these assays?
RPMI-8226: 89; MCF7: 89; SR: 76; CCRF-CEM: 96; MDA-MB-468: 85; MDA-MB-231: 103; K-562: 89; MOLT-4: 92

What do the screens show for `CCc1ccc(CCC(=O)Nc2ncc(Cc3ccc(Cl)cc3)s2)o1`?
RPMI-8226: 32; MCF7: 20; SR: 18; CCRF-CEM: 22; MDA-MB-468: 0.8*; MDA-MB-231: 61; K-562: 11; MOLT-4: 37

Results for COc1nc(Cl)nc2c1ncn2C/C=C/CCl ?
MCF7: 48; SR: 69; CCRF-CEM: 72; MDA-MB-468: 56; MDA-MB-231: 96; K-562: 98; MOLT-4: 88

As a short view, some entries already given.
What do the screens show for `CCCCCCCCn1c(=N)c(S(=O)(=O)c2ccccc2)cc2c(=O)n3ccccc3nc21`?
RPMI-8226: 100; MCF7: 91; SR: 66; CCRF-CEM: 97; MDA-MB-468: 90; MDA-MB-231: 85; K-562: 86; MOLT-4: 95

Results for Cc1nc(-c2ccccc2)ccc1-c1nnc(SCC(=O)c2ccc(Cl)cc2)o1 ?
RPMI-8226: 96; MCF7: 87; SR: 87; CCRF-CEM: 110; MDA-MB-468: 99; MDA-MB-231: 104; K-562: 96; MOLT-4: 106

What do the screens show for `c1ccc(N=N/C(=N/Nc2ccccc2)c2ccccc2)cc1`?
RPMI-8226: 74; MCF7: 24; SR: 102; CCRF-CEM: 87; MDA-MB-468: 17; MDA-MB-231: 103; K-562: 114; MOLT-4: 105

Continued:
Results for CCN(CC)CCS(=O)(=O)CCNc1ccnc2cc(Cl)ccc12 ?
RPMI-8226: -5.0*; MCF7: 27; SR: 6.3*; CCRF-CEM: 3.5*; MDA-MB-468: -49*; MDA-MB-231: -3.0*; K-562: 7.9*; MOLT-4: -30*

Results for CC(C)OP(=O)(O)c1ncc(-c2ccc(C(F)(F)F)cc2)c(NC2CCCCCC2)n1 ?
RPMI-8226: 8.8*; MCF7: 51; CCRF-CEM: 49; MDA-MB-468: 28; MDA-MB-231: 90; K-562: 36; MOLT-4: 80

How did O=C1CCN2NC(=O)c3ccccc3N=C2N1 do in these assays?
RPMI-8226: 99; MCF7: 92; SR: 101; CCRF-CEM: 97; MDA-MB-468: 101; MDA-MB-231: 116; K-562: 108; MOLT-4: 107

What do the screens show for `COc1ccc(C(=O)COc2ccc(/C=C3/Oc4cc(OC)ccc4C3=O)cc2)cc1`?
RPMI-8226: 95; MCF7: 112; SR: 76; CCRF-CEM: 79; MDA-MB-231: 95; K-562: 72; MOLT-4: 87

How did Cc1cccc(N2CCN(C(C)C(N)=O)CC2)c1 (configuration not stated) do in these assays?
RPMI-8226: 109; MCF7: 105; CCRF-CEM: 88; MDA-MB-468: 111; MDA-MB-231: 114; K-562: 100; MOLT-4: 85

How did NC(=O)c1cnccc1/C=C/c1ccccc1 do in these assays?
MCF7: 98; SR: 103; CCRF-CEM: 95; MDA-MB-468: 110; MDA-MB-231: 103; K-562: 98; MOLT-4: 95

How did CC1=C(C)C(=O)C(N2CCCCCC2)=CC1=O do in these assays?
RPMI-8226: 88; MCF7: 86; CCRF-CEM: 94; MDA-MB-468: 93; MDA-MB-231: 99

How did COc1cccc(Cn2c(Oc3ccccc3)nc3c2c(=O)n(C)c(=O)n3C)c1 do in these assays?
RPMI-8226: 81; MCF7: 87; SR: 95; CCRF-CEM: 87; MDA-MB-468: 100; MDA-MB-231: 87; K-562: 78; MOLT-4: 94

What do the screens show for `O=C(NNC(=O)c1ccc2ccccc2c1)c1ccc(Cl)cc1`?
RPMI-8226: 96; MCF7: 108; SR: 95; CCRF-CEM: 88; MDA-MB-468: 110; MDA-MB-231: 102; K-562: 99; MOLT-4: 93

What do the screens show for `O=C(O)C(c1ccccc1)C1CCCCC1O` (configuration not stated)?
RPMI-8226: 95; MCF7: 105; SR: 92; CCRF-CEM: 82; MDA-MB-468: 108; MDA-MB-231: 110; MOLT-4: 90

What do the screens show for `Cc1ccc2c(CSc3nc(-c4c(Cl)cccc4Cl)c(C#N)c(=O)[nH]3)cc(=O)oc2c1`?
RPMI-8226: 93; MCF7: 94; SR: 88; CCRF-CEM: 81; MDA-MB-468: 108; MDA-MB-231: 117; K-562: 94; MOLT-4: 84

How did Cc1cc(C)c2ccc(NC(=O)c3ccccc3)nc2n1 do in these assays?
RPMI-8226: 90; MCF7: 53; SR: 94; CCRF-CEM: 94; MDA-MB-468: 88; MDA-MB-231: 98; K-562: 100; MOLT-4: 103

What do the screens show for `COC(=O)CCC(NC(=O)C(CCCCN)N(C(=O)OCc1ccccc1)C(=O)OCc1ccccc1)C(=O)OC` (configuration not stated)?
RPMI-8226: 99; MCF7: 97; SR: 84; CCRF-CEM: 99; MDA-MB-468: 100; MDA-MB-231: 117; K-562: 97; MOLT-4: 86

What do the screens show for `Brc1ccc(Br)nn1`?
RPMI-8226: -20*; MCF7: -72*; SR: -26*; CCRF-CEM: -13*; MDA-MB-468: -86*; MDA-MB-231: -66*; MOLT-4: -14*

How did CC(C)Cc1ccc(CC(C)C)c(OCCOCCOCCO)c1 do in these assays?
RPMI-8226: 96; MCF7: 96; CCRF-CEM: 97; MDA-MB-468: 102; MDA-MB-231: 89; MOLT-4: 95

What do the screens show for `CC1CCCC12NC(=O)NC2=O` (configuration not stated)?
MCF7: 101; SR: 97; CCRF-CEM: 95; MDA-MB-468: 113; MDA-MB-231: 108; K-562: 106; MOLT-4: 98

What do the screens show for `Cc1ccc(S(=O)(=O)c2nc(S(=O)(=O)c3ccc(Cl)cc3)c(N3CCN(C)CC3)s2)cc1`?
RPMI-8226: 28; MCF7: 53; SR: 39; CCRF-CEM: 27; MDA-MB-468: 14; MDA-MB-231: 93; K-562: 28; MOLT-4: 30

What do the screens show for `COc1ccc2nc(N=Nc3c(O)ccc4ccccc34)sc2c1`?
RPMI-8226: 38; MCF7: 14; SR: 17; CCRF-CEM: 31; MDA-MB-468: 25; MDA-MB-231: 45; K-562: 19; MOLT-4: 20

What do the screens show for `CC1=C(C=C(Cl)Cl)CC(=O)C=C1`?
RPMI-8226: 102; MCF7: 98; SR: 91; CCRF-CEM: 97; MDA-MB-231: 110; K-562: 97; MOLT-4: 96

What do the screens show for `O=C(Nc1ccc(OCc2nnc(-c3ccc(Cl)cc3)o2)c(F)c1)c1cccc(C(F)(F)F)c1`?
RPMI-8226: 88; MCF7: 91; SR: 68; CCRF-CEM: 91; MDA-MB-468: 76; MDA-MB-231: 59; K-562: 101; MOLT-4: 84

By substructure: the entries above containing a furan ring, fused or not.
How did COc1ccc(Cc2nn(CC(=O)N/N=C/c3ccco3)c(=O)c3c(C)noc23)cc1 do in these assays?
RPMI-8226: 101; MCF7: 77; SR: 50; CCRF-CEM: 99; MDA-MB-468: 92; MDA-MB-231: 98; K-562: 94; MOLT-4: 93

What do the screens show for `CCc1ccc(CCC(=O)Nc2ncc(Cc3ccc(Cl)cc3)s2)o1`?
RPMI-8226: 32; MCF7: 20; SR: 18; CCRF-CEM: 22; MDA-MB-468: 0.8*; MDA-MB-231: 61; K-562: 11; MOLT-4: 37

Carrying on.
Results for c1ccc(Cn2nc(-c3ccccc3)c3c2CCc2cnoc2-3)cc1 ?
MCF7: 80; SR: 71; CCRF-CEM: 86; MDA-MB-468: 102; MDA-MB-231: 89; K-562: 86; MOLT-4: 64

What do the screens show for `Cn1c(=O)c2c(nc(Cl)n2CCl)n(C)c1=O`?
RPMI-8226: 92; MCF7: 84; CCRF-CEM: 85; MDA-MB-468: 106; MDA-MB-231: 105; K-562: 21; MOLT-4: 100

How did C=C1SCCC1NC(C)=O (configuration not stated) do in these assays?
RPMI-8226: 106; MCF7: 94; SR: 115; CCRF-CEM: 103; MDA-MB-468: 91; MDA-MB-231: 105; K-562: 100; MOLT-4: 104

How did COc1ccc(-c2nc(SCC(=O)Nc3nc(-c4ccccc4)cs3)[nH]c(=O)c2C#N)cc1 do in these assays?
RPMI-8226: 93; MCF7: 96; CCRF-CEM: 97; MDA-MB-468: 84; MDA-MB-231: 95; K-562: 94; MOLT-4: 90

How did Cc1ccc(Cl)c(NC(=O)CN2CCOCC2)c1 do in these assays?
RPMI-8226: 98; MCF7: 100; SR: 97; CCRF-CEM: 92; MDA-MB-468: 109; MDA-MB-231: 113; K-562: 109; MOLT-4: 115

High-throughput results: PubChem, NCI
